# Screens from PubChem BioAssay.
# SENP1 FRET inh: SENP1 (human) catalytic domain inhibition | inhibition, % at 10 µM | Q9P0U3 | AID 624204 | actives 0.21% (n = 360,000) | recombinant SENP1 catalytic domain, CyPet-SUMO1-YPet FRET cleavage;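 active = inhibition at least 30% at 10 µM, raw YFP signal under a set limit, fluorescence ratio 0.5 to 1.5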;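 note: 0% = enzyme with DMSO and 100% = no enzyme wells; some results filed as inactive read as strong as hits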
#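 Test system: human SENP1 catalytic domain; medium: Tris pH 8 buffer plus EDTA, NaCl, BME, BSA, NP40, catalase; incubation: 50 min reaction at room temperature; technique: FRET, CFP and YFP emission; controls: no-enzyme low control and enzyme-plus-DMSO high control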
# HKDC1 inh: inhibitors of human hexokinase HKDC1. inhibition, % at 20 µM. Q2TB90. actives 0.16% (n = 340,000). recombinant HKDC1, G6PDH/diaphorase resazurin coupled fluorescence;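 active = inhibition above about 35% when tested at 20 µM, limit read from the data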;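 note: plate controls were DMSO wells with enzyme for no effect and DMSO wells lacking enzyme for full effect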
#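 Assay system: in-house recombinant HK5 (HKDC1) enzyme. Input: HKDC1 at 5 µg/mL. Medium: Tris pH 8.0 buffer with MgCl2, Tween-20, BSA, BME. Dosing: single 20 µM dose. Schedule: 90 min reaction incubation at room temperature, dark. Signal: resazurin-to-resorufin fluorescence via G6PDH and diaphorase coupling, 525/613 nm. Controls: DMSO-enzyme wells negative, buffer-substituted wells positive.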
# SENP8 block-1: inhibitors of human SENP8 protease. AID 2540. actives 1.2% (n = 330,000). inhibition, % at 10 µM. Q96LD8. purified SENP8, Z-RLRGG-aminoluciferin cleavage, luminescence; in the data active = inhibition above about 50%
# SENP6 block: blocks the human protease SENP6; inhibition, % at 10 µM; Recombinant SENP6 catalytic domain, aminoluciferin luminescence; actives 1.8% (n = 330,000);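 active = inhibition above about 50% at the single tested dose, limit read from the data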;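 note: plate controls were DMSO wells with enzyme for no effect and DMSO wells lacking enzyme for full effect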
# PfGluPho inh: PfG6PD (Plasmodium falciparum) enzyme inhibition | PfGluPho enzyme, NADPH resazurin-diaphorase fluorescence | inhibition, % at 20 µM | actives 0.78% (n = 350,000);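 active = inhibition reaching at least a set limit at 20 µM in the primary screen, cut at about 59% in these data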;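 note: 0% = DMSO wells with substrate and 100% = DMSO wells lacking glucose-6-phosphate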
# SENP7 inh: blocks the human protease SENP7; recombinant SENP7, Z-RLRGG-aminoluciferin luminescence, 40 min; inhibition, % at 5 µM; actives 1.5% (n = 330,000);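 active = inhibition above about 50% at the single test dose, limit read from the data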;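 note: plate controls were DMSO with enzyme for no effect and no enzyme buffer wells for full effect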
# Apaf-1 inh: inhibitors of human Apaf-1 apoptosome. O14727. actives 0.71% (n = 330,000). inhibition, % at 20 µM. reconstituted apoptosome caspase-3 activity, DEVD-Rh110 fluorescence; active = inhibition of at least 40% at 20 µM;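 note: plate controls were DMSO wells for no effect and DEVD-CHO caspase inhibitor wells for full effect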
# Target sequence (O14727 whole entry, looked up): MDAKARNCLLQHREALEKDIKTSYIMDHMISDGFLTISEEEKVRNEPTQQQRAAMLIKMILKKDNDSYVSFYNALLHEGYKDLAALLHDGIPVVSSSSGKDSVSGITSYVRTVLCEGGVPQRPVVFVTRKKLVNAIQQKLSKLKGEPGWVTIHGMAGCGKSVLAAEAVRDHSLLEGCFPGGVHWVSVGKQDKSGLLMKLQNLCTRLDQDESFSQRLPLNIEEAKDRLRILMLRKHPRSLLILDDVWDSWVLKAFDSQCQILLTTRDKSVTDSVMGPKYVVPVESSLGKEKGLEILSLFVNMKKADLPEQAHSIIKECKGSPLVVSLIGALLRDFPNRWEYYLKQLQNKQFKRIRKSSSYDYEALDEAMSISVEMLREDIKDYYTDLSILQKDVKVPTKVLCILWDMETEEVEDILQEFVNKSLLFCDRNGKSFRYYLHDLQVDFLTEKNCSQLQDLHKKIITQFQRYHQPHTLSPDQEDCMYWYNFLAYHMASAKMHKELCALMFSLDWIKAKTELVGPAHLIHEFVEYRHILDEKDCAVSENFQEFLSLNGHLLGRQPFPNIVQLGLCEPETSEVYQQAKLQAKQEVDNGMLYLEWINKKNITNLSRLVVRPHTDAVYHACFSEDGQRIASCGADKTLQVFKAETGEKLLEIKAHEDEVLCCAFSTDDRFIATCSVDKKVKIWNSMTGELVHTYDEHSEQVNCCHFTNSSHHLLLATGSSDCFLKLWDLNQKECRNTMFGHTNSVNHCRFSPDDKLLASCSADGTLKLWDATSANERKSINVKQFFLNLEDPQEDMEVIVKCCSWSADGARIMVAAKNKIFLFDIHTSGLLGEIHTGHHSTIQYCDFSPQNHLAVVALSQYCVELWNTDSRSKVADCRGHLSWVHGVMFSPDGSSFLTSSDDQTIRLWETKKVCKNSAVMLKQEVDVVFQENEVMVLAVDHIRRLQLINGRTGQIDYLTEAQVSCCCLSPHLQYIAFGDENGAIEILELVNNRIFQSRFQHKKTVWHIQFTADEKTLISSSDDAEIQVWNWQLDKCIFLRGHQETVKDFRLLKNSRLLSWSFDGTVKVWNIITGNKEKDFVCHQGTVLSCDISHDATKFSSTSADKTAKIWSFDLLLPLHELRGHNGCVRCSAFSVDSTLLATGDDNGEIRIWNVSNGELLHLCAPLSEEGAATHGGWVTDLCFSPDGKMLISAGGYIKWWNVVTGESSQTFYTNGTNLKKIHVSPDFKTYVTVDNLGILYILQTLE
#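 System: Apoptosome proteins | Medium: Hepes pH 7.5 with detergent and BSA | Also added: Cytochrome c trigger plus (Z-DEVD)2-Rh110 caspase-3 substrate | Incubation: 30 min compound preincubation, 50 min activation, room temperature | Detection: Rhodamine 110 fluorescence at Ex 480/Em 540 nm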
# SENP8 block-2: blocks human SENP8 cleavage of Nedd8 substrate; recombinant SENP8, Nedd8 substrate fluorescence; inhibition, % at 20 µM; actives 0.64% (n = 360,000); AID 602440; in the data active = inhibition mostly above about 40%, no sharp cut-off; inactive = mostly below about 27%
# * hit, by the source's call; / = no result given.
1	CCOC(=O)/C(C#N)=C/c1c(OCC)n(CC)c2ccccc12
2	Cc1ccc(C)c(-c2cc(C(=O)NC3CC3)c3ccccc3n2)c1
3	COC(=O)CCC(=O)OC1(C)C(=O)C2=COC(c3ccc(OC)cc3)=CC2=C(Br)C1=O (stereo not drawn)
4	O=C1c2ccccc2C(=O)N1Cc1cc(-c2ccc(Cl)cc2)no1
5	Cc1occc1C(=O)N1CCCC(N2CCN(c3cccc(C(F)(F)F)c3)CC2)C1 (stereo not drawn)
6	CCOCC(=O)N1CCc2ccccc21
7	Cc1cc(SCC(=O)c2cc(C)n(C)c2C)nc2ccccc12
8	CNC(=S)N/N=C/c1cc(C)n(-c2ccc(Cl)c(Cl)c2)c1C
Assay by compound	1	2	3	4	5	6	7	8
SENP1 FRET inh	-1	-2	/	2	0	-4	0	0
HKDC1 inh	-5	-5	37*	-6	2	3	-11	-4
SENP8 block-1	-2	-3	13	1	-1	-10	4	-10
SENP6 block	2	-15	-9	-4	2	-8	-2	3
PfGluPho inh	-1	4	8	-17	-9	-1	-10	11
SENP7 inh	5	10	0	-9	-9	3	7	-12
Apaf-1 inh	10	-3	1	-17	0	-2	3	26
SENP8 block-2	10	5	/	19	0	5	16	-1

9	NC(=O)c1ccc(/C=N/O)nc1
10	Cc1ccc(NC(=O)Nc2nnc(-c3ccncc3)s2)cc1C
11	CC(NS(=O)(=O)c1ccc(OCC(=O)NCc2ccncc2)cc1)c1ccccc1 (stereo not drawn)
12	C/C(=N\NC(=O)Cc1cccn1C)c1cccc2ccccc12
13	c1ccc(C(c2ccccc2)c2noc(CN3CCN(CC4CC4)CC3)n2)cc1
14	Cc1ccc(NC(=O)c2cc(NC(=O)c3ccco3)ccc2N2CCOCC2)cc1Cl
15	C/C(CCN1CCc2nc(-c3ccccc3)c(-c3ccccc3)cc2C1)=N\OC[C@@H](C)[C@H](OCc1ccccc1)C(C)C
16	O=C(CCSCc1ccccc1Cl)N1CCN(c2cccc(Cl)c2)CC1
Assay by compound	9	10	11	12	13	14	15	16
SENP1 FRET inh	1	-32	-3	-2	-6	2	/	-2
HKDC1 inh	-10	11	-5	-1	2	6	-2	9
SENP8 block-1	-11	-14	9	-6	-1	2	-10	-18
SENP6 block	-8	-5	10	1	-8	1	-5	-14
PfGluPho inh	-13	3	-1	5	12	-9	0	12
SENP7 inh	-9	-4	8	-6	3	2	-11	-7
Apaf-1 inh	8	13	-7	7	1	-4	47*	31
SENP8 block-2	15	-95	-3	1	-5	-56	/	12

17	CCn1c(CSc2nnc(-c3cccnc3)n2-c2ccccc2C)nc2cc(C(=O)O)ccc21
18	N#C/C(=C(/O)CCl)c1nc2c(s1)CCc1ccccc1-2
19	N#CC(C#N)=NNc1ccc(S(=O)(=O)N2CCCCC2)cc1
20	O=C(Oc1cc(-c2ccccc2)no1)c1ccc(F)cc1
21	Cc1ccc(-c2c(C(=O)O)c(C(=O)O)c3n2CCC3)cc1
22	CN(/N=C/c1cccnc1)c1cnn(-c2ccc(F)c(Cl)c2)c(=O)c1Cl
23	COc1ccc(NC(=O)Nc2ccccc2C(N)=O)cc1
24	CCOc1ccc2oc(-c3ccccc3)c(C(=O)N(C)C)c2c1
Assay by compound	17	18	19	20	21	22	23	24
SENP1 FRET inh	/	-18	2	3	1	2	4	1
HKDC1 inh	/	44*	11	-3	-2	11	18	-5
SENP8 block-1	-5	11	3	1	-4	-3	91*	7
SENP6 block	-10	43	17	8	-17	-5	96*	9
PfGluPho inh	/	41	-41	-13	-5	-4	-1	-17
SENP7 inh	-11	7	-1	-2	-8	-1	96*	1
Apaf-1 inh	5	29	1	-2	9	-8	-12	23
SENP8 block-2	/	-283	47*	8	14	-13	11	-249

25	O=C(NCc1ccco1)c1cc(-c2cccnc2)nc2ccccc12
26	O=C(NC1CCCCC1)c1ccc(-n2cncn2)c([N+](=O)[O-])c1
27	NC(=O)C1(N2CCCCC2)CCN(C(=S)Nc2cc(F)cc(F)c2)CC1
28	O=C(Cc1ccc(Cl)cc1)Nc1ccc(C(=O)N2CCOCC2)cc1
29	CCOc1ccc2cc(S(=O)(=O)N3CCCCC3)ccc2c1
30	CC(C)Oc1cccc(C(=O)N2CCCC2)c1
31	COC(=O)c1sccc1NC(=O)CC1C(=O)NCCN1C(=O)c1ccc(F)cc1 (stereo not drawn)
32	CC1(C)CC(=O)C2=C(C1)OC(N)=C(C#N)[C@@H]2c1ccccc1[N+](=O)[O-]
Assay by compound	25	26	27	28	29	30	31	32
SENP1 FRET inh	-3	3	2	4	0	1	-1	-35
HKDC1 inh	-8	-1	-6	1	0	-3	1	0
SENP8 block-1	-2	2	3	-2	-1	7	-14	11
SENP6 block	-15	7	-1	-5	-2	-3	3	11
PfGluPho inh	1	23	2	-4	9	6	8	-2
SENP7 inh	0	6	3	3	6	1	4	0
Apaf-1 inh	-7	-6	-8	-3	17	5	-10	-4
SENP8 block-2	15	8	10	6	-7	8	26	-190

# One compound at a time, from the list above. Screens in order: SENP1 FRET inh, HKDC1 inh, SENP8 block-1, SENP6 block, PfGluPho inh, SENP7 inh, Apaf-1 inh, SENP8 block-2
# COc1ccc(NC(=O)Nc2ccccc2C(N)=O)cc1 across the screens: 4, 18, 91*, 96*, -1, 96*, -12, 11
# CCOc1ccc2oc(-c3ccccc3)c(C(=O)N(C)C)c2c1 across the screens: 1, -5, 7, 9, -17, 1, 23, -249
# Cc1ccc(C)c(-c2cc(C(=O)NC3CC3)c3ccccc3n2)c1 across the screens: -2, -5, -3, -15, 4, 10, -3, 5
# Cc1cc(SCC(=O)c2cc(C)n(C)c2C)nc2ccccc12 across the screens: 0, -11, 4, -2, -10, 7, 3, 16
# CC(C)Oc1cccc(C(=O)N2CCCC2)c1 across the screens: 1, -3, 7, -3, 6, 1, 5, 8

# Next section:
33	COc1ccc(NC(=O)CN(C)C(=O)c2c(C)nn(-c3ccccc3)c2Cl)cc1
34	O=S(=O)(c1ccccc1)c1nc(-c2ccc(F)cc2)oc1NCC1CCCO1 (stereo not drawn)
35	Cc1ccccc1-c1nc(Cc2ccccc2)no1
36	Cn1nnc2cc(NC(=O)N3CCN(c4ccccn4)CC3)ccc21
37	O=C(Cc1cccc2ccccc12)N/N=C/C=C/c1cccc([N+](=O)[O-])c1
38	Fc1ccc2c(c1)C(c1ccc(N3CCOCC3)cc1)=NNC(c1cccs1)=N2
39	CC(=O)Nc1ccc(S(=O)(=O)NCCC(=O)NC(C)c2cccs2)cc1 (stereo not drawn)
40	CCc1ccc(OC(=O)c2cncc(Br)c2)cc1
Assay by compound	33	34	35	36	37	38	39	40
SENP1 FRET inh	0	2	2	1	2	42*	0	0
HKDC1 inh	-5	-4	-1	-7	6	0	-3	-1
SENP8 block-1	10	-1	-1	-4	3	-2	-14	-21
SENP6 block	-20	-2	21	-17	-11	-5	2	2
PfGluPho inh	13	4	1	1	-2	3	-9	-2
SENP7 inh	-6	2	19	-2	0	3	-8	18
Apaf-1 inh	5	12	7	-12	6	22	-3	7
SENP8 block-2	-4	-21	11	-87	16	-141	2	21

41	NS(=O)(=O)c1ccc(N2CCN(S(=O)(=O)Cc3ccccc3)CC2)nc1
42	Cc1ccccc1Nc1nc(N)nc(CSCC(=O)Nc2cccc(Br)c2)n1
43	CCOC(=O)/N=C(/NC(=O)Nc1ccc(C(=O)OCC)cc1)OC
44	COc1ccccc1-c1nc(SCC(=O)NCC2CCCO2)c2c(=O)n(C)c(=O)n(C)c2n1 (stereo not drawn)
45	CCOc1cccc2cc(C(=O)Nc3ccccc3-c3ccccc3)c(=O)oc12
46	CC(C)(C)NC(=O)CN(C(=O)c1snc(C(=O)NC2CCCCC2)c1N)c1ccc(F)cc1
47	Cc1cccn2cc(-c3ccccc3)nc12
48	COc1ccc(S(=O)(=O)NCc2ccc3c(c2)OCO3)cc1C(=O)O
Assay by compound	41	42	43	44	45	46	47	48
SENP1 FRET inh	1	0	0	/	-4	-20	0	1
HKDC1 inh	-1	-5	-4	/	-5	-2	-3	-7
SENP8 block-1	1	-13	-5	10	-5	0	53*	2
SENP6 block	-15	-3	-24	15	-3	-42	74*	11
PfGluPho inh	-1	-21	-18	/	3	-5	11	-2
SENP7 inh	-8	-3	-5	5	-5	-2	69*	6
Apaf-1 inh	-5	10	-1	8	8	10	8	2
SENP8 block-2	-30	14	28	/	4	-318	-229	4

49	CC1CCCC(NC(=O)CSc2ccc(F)cc2)C1C (stereo not drawn)
50	COc1ccc(/C=C(\C#N)C(=O)OCC(=O)NC(C)c2ccccc2)cc1 (stereo not drawn)
51	C#CCNC(=O)C1=C[C@@H](c2ccc(Br)cc2)[C@H](CCCO)[C@@H](OCC)O1
52	C=C(C)[C@@H](O)COc1c2ccoc2cc2oc(=O)ccc12
53	Cc1c(C)c2c(OCC(=O)O)cc3c(c2oc1=O)CCC(C)(C)O3
Assay by compound	49	50	51	52	53
SENP1 FRET inh	0	0	0	-7	2
HKDC1 inh	-12	-7	3	1	2
SENP8 block-1	-7	4	-1	-1	-3
SENP6 block	-31	5	6	-3	-18
PfGluPho inh	-12	11	-8	15	3
SENP7 inh	-8	3	0	-4	2
Apaf-1 inh	-2	5	0	2	0
SENP8 block-2	14	-7	6	-123	-284
